MC4R antagonist: MC4R antagonists of cAMP signaling, primary screen, cell-based, TR-FRET, antagonist arm of biased-ligand search | inhibition, % at 6.5 µM | Melanocortin receptor 4 (Homo sapiens), P32245 | MC4R-expressing cells, MTII-stimulated cAMP, LANCE TR-FRET | 360,000 tested, 0.48% active | AID 540295, 2011;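 active = inhibition above its plate's cutoff, the mean of tested wells on that plate plus 3 SD, cut at about 29% in these data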;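 note: 0% = Melanotan II alone and 100% = Melanotan II plus saturating MCL0020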
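System: U2OS-MC4R stable cell line; Technique: Eu-cAMP/anti-cAMP TR-FRET, emission 671 nm; Repeats: single well per compound; Also added: Melanotan II; Dosing: one concentration, 6.5 µM nominal; Schedule: 30-min compound, 1-h challenge, 1-h detection, room temperature.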
iPSC survival up: enhancers of single-cell hiPSC survival, primary screen, ATPlite luminescence; 100% = ROCK inhibitor wells, 0% = DMSO; survival enhancement, % at 20 µM; 360,000 tested, 0.044% active; in the data active = survival enhancement above about 18%;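 note: cells exposed to compounds for 16 hours before the ATP read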
m5-HT2A agonist: mouse Htr2a agonists via beta-arrestin recruitment, primary screen, cell-based, luminescence; 5-hydroxytryptamine receptor 2A (Mus musculus), P35363; 360,000 tested, 0.66% active; AID 624169, 2012; CHO-K1 mHTR2A beta-arrestin complementation; percent of 30 µM serotonin response; activation, % at 7.6 µM;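 active = activation above a run cutoff, the mean activation of all tested compounds plus 3 SD, cut at about 14% in these data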;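 note: 0% = plate median of compound wells and 100% = 30 µM serotonin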
MC4R barr agon: MC4R agonists recruiting beta-arrestin, primary screen, cell-based, luminescence, agonist arm of biased-ligand search | U2OS MC4R beta-arrestin complementation; percent of melanotan II response, DMSO zero | AID 540308, 2011 | activation, % at 8.9 µM | 360,000 tested, 0.98% active | Melanocortin receptor 4 (Homo sapiens), P32245;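 active = activation above a per-plate cutoff, the mean activation of sample wells on that plate plus 3 SD, cut at about 8% in these data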
N-glyco inh: increase of ERlucT glycosylation luciferase signal, primary screen, N-linked glycosylation inhibitor project, D54 ERlucT cells, luminescence, set 2 | 360,000 tested, 0.23% active | D54 ERlucT glycosylation luciferase reporter, 24 h; percent of 100 nM tunicamycin response | reporter increase, % at 12.5 µM;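 active = mean luciferase reporter signal, scaled so untreated is 0 and the glycosylation-blocking control 100, at or above a set limit in every replicate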;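 note: luciferase carries N-glycosylation sites so blocking glycosylation raises the light; 0% = median of neutral control wells and 100% = median of 100 nM tunicamycin wells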
H9c2 protect: cardioprotection against H2O2-induced cell death, primary screen, uHTS, H9c2 cells, ATPLite luminescence | H9c2 cardiomyocytes, H2O2 injury protection, 2 h | protection from H2O2 cell death, % at 20 µM | 360,000 tested, 0.63% active;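 active = compounds giving at least 50% protection of heart cells from peroxide-induced death in the single-dose screen, raw or plate-pattern-corrected value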;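 note: 0% = DMSO wells with peroxide and 100% = DMSO wells without peroxide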
Granule exo inh: LAMP-1 surface exposure blockers, TALL-104 cells – cell-based, flow cytometry, MLPCN library, primary screen; inhibition, % at 10 µM; TALL-104 LAMP-1 surface exposure; cells stimulated with thapsigargin and PMA; 360,000 tested, 0.66% active;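 active = inhibition above about 55%, limit read from the data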
aDG glyco up: activators of alpha-DG glycosylation, primary screen, uHTS, Pro5-aDG cells, AlphaScreen. alpha-DG glycosylation AlphaScreen (IIH6); 0% Pro5, 100% B10-LARGE cell signal. activation, % at 10 µM. 360,000 tested, 0.22% active;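 active = activation of at least 8% versus controls, or a plate z-score of at least 8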;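 note: Pro5 are CHO cells carrying HIG-tagged alpha-DG that lacks glycosylation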
ABCB6 inh MLPCN: ABCB6 transporter inhibitors, primary screen, K562-ABCB6 cells, flow cytometry, MLPCN library | K562-ABCB6 porphyrin accumulation, 1 h; hits give low values | fluorescence ratio to DMSO, % at 10 µM | 360,000 tested, 0.19% active;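 active = fluorescence ratio to DMSO below 75%, the collection mean minus 3 SD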;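 note: signal is porphyrin accumulated inside mitochondria; 100% equals median channel fluorescence of DMSO control wells; lower ratio means ABCB6 inhibition with less porphyrin fluorescence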
ABHD5 PLIN5 PPI: ABHD5-PLIN5 interaction inhibitors, primary screen, cell lysate, split luciferase complementation, luminescence; Split G. princeps luciferase complementation, 4 h; inhibition, % at 4 µM; 360,000 tested, 0.78% active; AID 602281, 2012;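 active = inhibition above the mean inhibition across every tested compound plus 3 SD, cut at about 22% in these data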;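 note: 0% = DMSO only wells and the 100% control is not disclosed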
Target sequence (Q00G26 whole entry, looked up): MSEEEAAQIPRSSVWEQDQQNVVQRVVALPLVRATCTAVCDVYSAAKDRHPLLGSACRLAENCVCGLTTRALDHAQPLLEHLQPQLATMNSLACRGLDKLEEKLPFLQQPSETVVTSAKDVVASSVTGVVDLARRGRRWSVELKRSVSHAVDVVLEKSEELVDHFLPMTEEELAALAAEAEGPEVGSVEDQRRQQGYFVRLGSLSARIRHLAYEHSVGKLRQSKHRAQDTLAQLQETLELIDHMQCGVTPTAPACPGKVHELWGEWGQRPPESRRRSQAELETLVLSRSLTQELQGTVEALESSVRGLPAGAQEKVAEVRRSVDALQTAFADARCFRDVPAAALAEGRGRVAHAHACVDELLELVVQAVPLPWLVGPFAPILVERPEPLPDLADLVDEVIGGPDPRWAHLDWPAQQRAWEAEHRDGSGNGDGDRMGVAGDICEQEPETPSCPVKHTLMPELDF
Target sequence (Q8WTS1 whole entry, looked up): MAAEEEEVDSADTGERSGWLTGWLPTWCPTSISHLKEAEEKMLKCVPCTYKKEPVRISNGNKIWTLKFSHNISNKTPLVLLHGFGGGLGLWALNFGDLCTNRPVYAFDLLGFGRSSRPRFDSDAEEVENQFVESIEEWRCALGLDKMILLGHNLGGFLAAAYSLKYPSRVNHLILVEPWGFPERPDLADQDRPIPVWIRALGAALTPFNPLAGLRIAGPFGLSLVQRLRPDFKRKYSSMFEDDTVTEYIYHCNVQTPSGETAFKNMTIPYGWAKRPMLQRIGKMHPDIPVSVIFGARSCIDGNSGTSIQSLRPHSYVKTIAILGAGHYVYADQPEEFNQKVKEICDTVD
An asterisk follows results filed as active; nt = not tested or not shown.

Fields – Granule exo inh | MC4R barr agon | ABCB6 inh MLPCN | H9c2 protect | MC4R antagonist | m5-HT2A agonist | aDG glyco up | iPSC survival up | N-glyco inh | ABHD5 PLIN5 PPI
1	CCOc1ccc(S(=O)(=O)N2CCCC(C(=O)NCc3ccncc3)C2)cc1Cl (stereo not drawn)
  12 | 0.3 | 88 | -9 | -11 | 8 | 0.0 | 0.8 | 0 | 4
2	COc1ccc(C(=O)Nc2cc(C)c(NC(=O)c3ccccn3)cn2)cc1
  -9 | -1.5 | 98 | -12 | 13 | 7 | 0.1 | -0.7 | -7 | 7
3	CC(C)c1ccc(C2NC(=O)CCC2[N+](=O)[O-])cc1 (stereo not drawn)
  -10 | 1.4 | 101 | 0 | 10 | -1 | 0.1 | 2.9 | -1 | 0
4	CC(CC(=O)Nc1ccc2c(c1)c(=O)n(C)n2-c1ccccc1)c1ccccc1 (stereo not drawn)
  -3 | -3.4 | 97 | 0 | -17 | -3 | 0.1 | 1.0 | 18 | 5
5	CCSc1nc2nc(C)cc(C)n2n1
  -1 | -0.9 | 88 | 4 | 11 | 5 | -0.1 | -0.2 | 0 | -1
6	O=C(NC(=S)Nc1c(Cl)cc(Cl)cc1Cl)c1ccccc1
  -4 | 2.5 | 100 | -10 | 5 | -5 | 0.3 | -2.0 | -2 | -11
7	Cn1c(COc2ccccc2O)[n+](C)c2ccccc21
  -16 | 0.4 | 100 | 1 | -2 | -1 | 0.1 | 0.6 | 2 | -6
8	Cc1ccc(-n2c(SCC(=O)NNC(=S)Nc3ccccc3)nc3ccccc3c2=O)cc1
  1 | -4.0 | 92 | 4 | 16 | 0 | -0.2 | 1.0 | 1 | -8
9	O=C(CCSC1=NCCCN1)c1ccc(F)cc1
  12 | -1.1 | 93 | -19 | 4 | 2 | 0.5 | -2.6 | 0 | -15
10	Cn1c(=O)cc(OCCCC(=O)N2CCCCC2)c2ccccc21
  1 | -1.3 | 91 | 2 | 4 | -1 | 0.0 | -1.2 | 18 | 5
11	CCN1C(=O)C(C(=O)NC(C)c2ccccc2)C2CC1(C)Oc1ccccc12 (stereo not drawn)
  2 | -1.1 | 96 | 4 | 8 | 0 | 0.2 | 1.2 | -2 | -2
12	Cc1cc(C)nc(SCNC(=O)c2ccccc2)n1
  -1 | 1.4 | 99 | 3 | 8 | 3 | -0.2 | 3.2 | 1 | -1
13	COc1ccc(NS(=O)(=O)c2cccc(C(=O)NNC(=O)CNC(=O)c3ccc(C)cc3)c2)cc1
  1 | -1.5 | 99 | 4 | 9 | 1 | 0.0 | -0.5 | 0 | -5
14	Cn1ccnc1SCC(=O)c1ccc(O)cc1
  28 | -0.5 | 99 | 11 | -6 | -2 | -0.1 | -0.7 | 1 | -2
15	Cc1ccccc1NC(=O)C1COc2ccccc2O1 (stereo not drawn)
  -2 | -0.5 | 99 | 3 | 2 | 5 | -0.1 | -0.7 | -1 | -2
16	Cc1nc(C(Cl)(Cl)Cl)nc2[nH]ccc(=O)c12
  -1 | -2.5 | 98 | 0 | 3 | 0 | -0.4 | -0.8 | 13 | 7
17	O=[N+]([O-])c1ccc(OCCOc2ccccc2/C=N/n2cnnc2)cc1
  2 | -0.9 | 102 | 28 | 3 | 0 | 0.9 | -1.7 | 1 | 3
18	CCOC(=O)c1ccccc1NC(=S)N1CCN(C(=O)c2ccco2)CC1
  -8 | 0.6 | 172 | 0 | 7 | 1 | 0.0 | 0.5 | -2 | 9
19	COC(=O)[C@H](C)NC(=O)NC1CCN(Cc2ccccc2)CC1
  2 | -2.3 | 97 | 1 | -2 | 1 | 0.0 | 2.2 | -1 | -1
20	CC(=O)c1cccc(-c2ccc3c(c2)C(C)(Cc2ccccc2F)C(=O)N3)c1 (stereo not drawn)
  3 | 0.7 | 96 | -8 | -1 | 5 | 0.8 | 2.5 | 1 | -4
21	CN1/C(=C\C(=O)COc2ccc3c(c2)OCO3)C(C)(C)c2ccccc21
  -2 | 4.2 | 292 | -24 | 1 | -5 | 0.8 | -3.2 | -4 | -3
22	OCC(CO)(CO)N=Cc1cc(Br)ccc1O
  -3 | -0.7 | 102 | 58* | 2 | 0 | -0.3 | -1.1 | 1 | 3
23	O=C(O)C1=NOC(CNc2ncc(C(F)(F)F)cc2Cl)C1 (stereo not drawn)
  -3 | -2.2 | 94 | 0 | 8 | 1 | -0.2 | -0.6 | 1 | 2
24	Cc1cccc(C)c1NC(=O)CCCSc1nnc(N)s1
  -5 | 0.4 | 104 | -1 | 33* | 1 | 0.0 | -0.4 | 3 | -3
25	COc1ccc(Cc2nc(-c3ccc(NC(=O)c4cccnc4)cc3)no2)cc1
  3 | -1.4 | 96 | -10 | 2 | -2 | 7.5* | -0.1 | -1 | 7
26	Cc1cc2nc(SCC(=O)Nc3ccccc3C(=O)O)[nH]c2cc1C
  1 | -0.2 | 100 | 5 | -8 | 9 | 0.6 | 5.0 | 1 | -1
27	CCCC(=O)Nc1nnc(-c2ccc3c(c2)OCO3)s1
  1 | -0.7 | 100 | 0 | 1 | 1 | 0.2 | 0.1 | 1 | -9
28	COc1ccc2c(c1)CCc1c(C(=O)Nc3ccc(OC)c(OC)c3)noc1-2
  -1 | 20* | 107 | -10 | 1 | -1 | 0.5 | -1.0 | -2 | -7
29	O=C(O)c1cccc(N(CCO)CCO)c1
  -3 | 1.9 | 103 | 2 | 23 | 0 | -0.1 | -0.4 | 2 | -1
30	COC(=O)C1C(c2ccc(Cl)cc2)NC(c2ccc(Cl)cc2)C(C(=O)OC)S1(=O)=O (stereo not drawn)
  -5 | -1.7 | 107 | 6 | 5 | -3 | -0.1 | -1.4 | -6 | -4
31	CCOc1ccc(S(=O)(=O)N2CCN(C(=O)C3CCC3)CC2)cc1
  9 | -1.1 | 99 | -4 | 0 | 3 | 0.2 | 0.4 | 0 | 16
32	COc1ccc(C2Nc3ccccc3C(=O)N2NC(=O)c2ccccc2)cc1OC (stereo not drawn)
  4 | -0.9 | 98 | 4 | 5 | 2 | -0.2 | -0.4 | 2 | -1
33	Cc1oc(-c2ccc(-c3ccccc3)cc2)nc1CN(CCO)C(C)C
  39 | 0.8 | 100 | 0 | -2 | -6 | 0.0 | -0.2 | -7 | 4
34	CCOCCCN1C(=O)CN(C2CCCCC2)C(=O)C1c1ccc(OC)c(OC)c1 (stereo not drawn)
  0 | -0.3 | 95 | 0 | 10 | 10 | 0.1 | -2.3 | -1 | 2
35	COc1cc(/C=N/Nc2ccc(Cl)c(C(=O)O)c2)ccc1OC(=O)c1ccc(F)cc1
  -2 | -0.4 | 103 | 4 | 5 | -6 | -0.1 | 0.0 | 1 | -11
36	Cc1ccc(-c2nn(-c3ccccc3)cc2CO)o1
  12 | -0.2 | 115 | -7 | -4 | 15* | -0.3 | -1.7 | -1 | 0
37	CC(NS(=O)(=O)c1ccc(F)cc1)C(=O)Nc1ccc2c(c1)OCCO2 (stereo not drawn)
  7 | 0.1 | 100 | 2 | 1 | -1 | 0.1 | 1.5 | 0 | 4
38	CCn1c(SCc2nc(-c3ccc(OC)c(OC)c3)no2)nnc1-c1cccs1
  -9 | 0.1 | 94 | 2 | 15 | 2 | 0.2 | -0.6 | -3 | 1
39	Cc1cccc(NC(=O)c2ccccc2OCC(=O)N2CCOCC2)c1C
  2 | -0.5 | 99 | 10 | 2 | 0 | -0.1 | -0.9 | 3 | 1
40	O=C(c1cn(-c2ccccc2)nc1-c1cccnc1)N1CCN(S(=O)(=O)c2cccc(F)c2)CC1
  -2 | 0.9 | 101 | 1 | 0 | -5 | -0.1 | 1.2 | -1 | 8
41	COc1cc(/C=C2\SC(=O)N(CCN)C2=O)ccc1OS(=O)(=O)c1cc(C)ccc1C
  73* | 4.8 | 101 | -17 | 5 | -1 | 0.0 | -0.8 | -7 | 13
42	CN(C)CCCN1C(=O)C(=O)/C(=C(/O)c2ccncc2)C1c1ccccc1 (stereo not drawn)
  0 | -1.1 | 102 | -2 | 0 | 4 | 0.1 | -1.3 | -1 | 5
43	O=C1C2C3C=CC(C2C(=O)N1CCO)C1C(=O)N(CCO)C(=O)C31 (stereo not drawn)
  -1 | -1.6 | 101 | 2 | 5 | -1 | 0.0 | -0.2 | 2 | -3
44	CC(=O)OCC(COC(C)=O)OC(C)=O
  1 | 0.3 | 107 | 11 | 2 | 4 | 0.0 | 0.9 | -1 | -5
45	Cc1nn(CC(=O)N(C)C)c(=O)c2ccccc12
  -1 | -1.8 | 102 | 23 | 1 | -1 | -0.3 | -1.2 | 1 | -3
46	O=C(NCc1ccncc1)[C@@H]1CCCN1C(=O)[C@@H]1CCCN1C(=O)c1cccs1
  -3 | nt | 99 | nt | nt | 0 | 0.0 | 0.0 | nt | 6
47	COc1ccccc1OCC(=O)Nc1ccc(S(=O)(=O)N2CCOCC2)cc1
  -1 | 0.9 | 95 | 3 | 4 | -3 | 0.1 | -0.7 | 2 | -14
48	Cc1ccc(NC(=O)CCn2ccc([N+](=O)[O-])n2)nc1
  2 | 0.3 | 107 | 1 | 2 | -3 | -0.1 | -0.4 | 1 | -1
49	Cc1ccc(NC(=O)CSc2nc3ccccc3c(=O)n2Cc2cccs2)cc1
  2 | 1.7 | 96 | -4 | 5 | 0 | -0.2 | 0.4 | -3 | 3
50	CCCCOc1ccccc1C1C(C(=O)OC)=CN(CC)C=C1C(=O)OC
  0 | 0.6 | 99 | 10 | 12 | -3 | 0.3 | -0.6 | -5 | 5
51	COC(=O)C[C@H]1C=C[C@H](NC(=O)c2ccc(F)cc2)[C@@H](CO)O1
  0 | nt | nt | nt | nt | -4 | 0.4 | nt | nt | 8
52	Cc1onc(-c2ccccc2Cl)c1C(=O)OCc1cnc(Cl)s1
  2 | 0.4 | 94 | -2 | 3 | -3 | -0.2 | -0.3 | -1 | -4
53	Cc1ccc(NC(=O)COC(=O)CCc2c[nH]c3ccccc23)cc1[N+](=O)[O-]
  -10 | 4.4 | 102 | -8 | 11 | 1 | 0.6 | -1.7 | 1 | -2
54	COc1cccc(OCCc2c(C)n[nH]c2C)c1
  -2 | 0.8 | 95 | -6 | 15 | 2 | -0.1 | 0.0 | 1 | 2

Arranged by the number under MC4R barr agon (ascending): 3 from the list above
| # | smiles | MC4R barr agon |
| --- | --- | --- |
| 54 | COc1cccc(OCCc2c(C)n[nH]c2C)c1 | 0.8 |
| 47 | COc1ccccc1OCC(=O)Nc1ccc(S(=O)(=O)N2CCOCC2)cc1 | 0.9 |
| 49 | Cc1ccc(NC(=O)CSc2nc3ccccc3c(=O)n2Cc2cccs2)cc1 | 1.7 |

High-throughput results from PubChem BioAssay.
